High-throughput results from PubChem BioAssay.
Yp Topo-I inh – inhibitors of Yersinia pestis topoisomerase I. Y. pestis Topo-I cleavage product accumulation, plate reader. activity, % at 10 µM. 360,000 tested, 0.064% active. AID 504884; in the data active = activity above about 50%, passing the limit was not always enough; also: inactives centre near 2
PrPC surface inh – cell surface PrPC inhibition, primary TR-FRET screen | inhibition, % at 13.8 µM | TR-FRET read-out | 370,000 tested, 0.43% active; in the data active = inhibition above about 24%; also: 0% = median of the test wells and 100% = reference compound wells
CCHF vOTU inh – CCHFV vOTU protease inhibition | Pep-AMC fluorescence | inhibition, % at 11.5 µM | 370,000 tested, 0.55% active | AID 651958; in the data active = inhibition above about 30%; also: 0% = vehicle wells with enzyme and 100% = no enzyme wells
SARS 3CLpro inh – SARS-CoV 3CLpro protease inhibition; P0C6X7; recombinant SARS-CoV 3CLpro, quenched FRET peptide cleavage; inhibition, % at 6 µM; 290,000 tested, 0.14% active; in the data active = inhibition above about 12%
Vc quorum ag – quorum light induction in luxS cqsA deficient V. cholerae | activation, % at 18.7 µM | 350,000 tested, 0.16% active | V. cholerae BH1578 lux reporter, luminescence, 6 h; in the data active = activation mostly above about 9.7%, no sharp cut-off; also: not every result past the cut was called active; inactives centre near 0; reference of the scale not given here
VHR inh abs – DUSP3 (human) phosphatase inhibition; inhibition, % at 13.3 µM; recombinant VHR phosphatase, pNPP absorbance; AID 1654; 290,000 tested, 0.52% active; P51452; in the data active = inhibition above about 50%; also: some compounds called inactive have numbers as strong as hits
Target sequence (P51452 whole entry, looked up): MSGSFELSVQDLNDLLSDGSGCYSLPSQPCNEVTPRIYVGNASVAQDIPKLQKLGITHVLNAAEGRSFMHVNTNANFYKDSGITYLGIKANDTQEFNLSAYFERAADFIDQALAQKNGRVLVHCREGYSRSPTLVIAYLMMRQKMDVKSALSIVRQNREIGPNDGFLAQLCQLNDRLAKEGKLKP
MazF activator – activators of E. coli MazEF toxin-antitoxin RNase. P0AE70. FAM/BHQ RNA-DNA oligo cleavage fluorescence, 5 h. activation, % at 20 µM. 350,000 tested, 0.32% active. AID 504720; in the data active = activation above about 50%
Target sequence (P0AE70 whole entry, looked up): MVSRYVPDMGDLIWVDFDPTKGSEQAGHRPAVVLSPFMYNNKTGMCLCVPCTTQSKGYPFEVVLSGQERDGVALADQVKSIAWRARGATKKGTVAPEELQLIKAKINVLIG
SSB-PriA inh – K. pneumoniae PriA-SSBct interaction inhibition | AlphaScreen SSBct-PriA binding, biotinylated peptide | inhibition, % at 33 µM | 430,000 tested, 0.6% active | AID 1272365; in the data active = inhibition mostly above about 37%, no sharp cut-off; inactive = mostly below about 20%;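 also: plate controls were negative control peptide for no effect and reference peptide for full effect; strong numbers were not always called active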
TcdB GH inh – inhibitors of Clostridioides difficile toxin B glycohydrolase; P18177; 350,000 tested, 0.24% active; inhibition, % at 9.99 µM; TcdB glycohydrolase enzymatic assay, plate reader; in the data active = inhibition above about 10%
Rv3671c inh – inhibitors of M. tuberculosis serine protease Rv3671c; 320,000 tested, 0.048% active; inhibition, % at 5.96 µM; P9WHR9; in the data active = inhibition above about 38%;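 also: extracellular domain of Rv3671c used as enzyme; 0% = enzyme with DMSO and 100% = no enzyme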
Target sequence (P9WHR9 whole entry, looked up, the tested form may be a part): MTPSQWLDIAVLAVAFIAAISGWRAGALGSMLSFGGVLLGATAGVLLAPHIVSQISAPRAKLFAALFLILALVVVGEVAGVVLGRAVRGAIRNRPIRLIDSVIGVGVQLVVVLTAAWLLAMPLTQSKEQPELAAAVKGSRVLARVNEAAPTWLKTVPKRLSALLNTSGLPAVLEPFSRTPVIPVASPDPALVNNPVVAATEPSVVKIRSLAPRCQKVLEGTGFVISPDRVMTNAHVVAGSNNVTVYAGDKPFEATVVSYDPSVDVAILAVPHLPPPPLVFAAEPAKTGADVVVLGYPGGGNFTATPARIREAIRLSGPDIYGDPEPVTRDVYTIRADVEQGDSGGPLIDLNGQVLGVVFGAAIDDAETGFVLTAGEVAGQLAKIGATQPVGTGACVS
* marks the source's active call; other numbers are inactive results; i = inactive; x = no result given.

SMILES | Yp Topo-I inh | PrPC surface inh | CCHF vOTU inh | SARS 3CLpro inh | Vc quorum ag | VHR inh abs | MazF activator | SSB-PriA inh | TcdB GH inh | Rv3671c inh
CCOc1ccc(C(C)C)cc1S(=O)(=O)n1nc(C)cc1C | 1.4 | 1.5 | 3.8 | -3.7 | -2.2 | 3.5 | 1.2 | -4.1 | x | -0.2
CCNc1ccccc1CP(=O)(c1ccccc1)c1ccccc1O (stereo not given) | x | 3.7 | 0.4 | -0.1 | x | 9.5 | -53.1 | 32.8 | -3.8 | 29.7
CCn1nc(C(=O)Nc2ccc(C)c(C)c2)c(Cl)c1Cl | 0.8 | 7.2 | -0.2 | 0.0 | -1.8 | 15.1 | 2.0 | -15.2 | x | 0.9
CC1(C)OC2COC(c3[nH]nc4c(=O)[nH]c(=O)[nH]c34)C2O1 (stereo not given) | -2.4 | -11.2 | 4.9 | x | -3.0 | x | -0.9 | x | 0.7 | x
Cc1ccc2sc(C)[n+](CCC(C)S(=O)(=O)[O-])c2c1 (stereo not given) | -2.7 | 2.5 | 4.2 | -1.9 | -0.2 | -12.9 | 0.5 | 2.7 | x | 2.0
CC(CCc1ccccc1)NC(=O)CCNC(=O)c1ccccc1Cl (stereo not given) | 5.6 | -10.0 | -4.0 | x | -1.1 | x | 8.9 | -9.4 | 1.8 | -9.8
CCC(C)NC(=O)C1CC(c2ccc(OC)cc2)=NO1 (stereo not given) | 2.9 | 4.5 | -6.9 | -2.5 | -0.4 | 24.2 | -1.5 | -9.0 | x | 2.4
Cc1cc(C)cc(N(C(=O)c2csnn2)C(C(=O)NC2CCCC2)c2ccccn2)c1 (stereo not given) | 6.3 | 5.5 | -0.2 | 0.2 | -1.2 | 14.1 | -22.0 | -8.6 | 1.7 | -13.9
O=[N+]([O-])c1ccccc1Oc1ccc(S(=O)(=O)N2CCOCC2)cc1 | 0.7 | -17.6 | 10.1 | x | i | x | -32.5 | 13.2 | 0.8 | 0.5
CC(C=NNc1ccc([N+](=O)[O-])cn1)=Cc1ccccc1 | -0.4 | -2.1 | 7.4 | x | i | x | -55.7 | -7.9 | -0.6 | x
COc1ccc(N2CCN(C(=O)C3CCCN(S(=O)(=O)c4ccc(F)cc4)C3)CC2)cc1 (stereo not given) | 19.0 | 1.3 | -4.2 | 3.4 | i | 10.1 | -4.1 | 19.8 | 0.1 | 6.5
CC(C)c1ccc(N2C=Nc3ccc(C(C)C)cc3C2)cc1 | 1.0 | 9.5 | 6.5 | 1.6 | -0.8 | 16.5 | -2.9 | -4.0 | 1.7 | 7.1
COc1ccc(-c2noc(CCC(=O)NC3CCCCC3)n2)cc1 | 5.2 | 8.9 | -5.9 | -1.6 | 3.1 | -20.1 | 10.6 | -4.4 | -1.3 | 0.2
O=C(CCC(=O)OCc1ccc([N+](=O)[O-])cc1)Nc1ccc(F)cc1 | -1.8 | -7.1 | 0.0 | 0.4 | -0.3 | -7.7 | 6.6 | -6.2 | x | 0.6
COC(=O)c1ccccc1NC(=O)Cn1c(-c2nonc2N)nc2ccccc21 | 16.2 | x | x | 0.1 | -0.2 | -5.0 | -0.2 | -11.2 | 0.4 | -2.5
FC(F)(F)c1cccc(NC(=S)NCC2COc3ccccc3O2)c1 (stereo not given) | 6.9 | 5.7 | 8.4 | 1.4 | i | 2.6 | 3.6 | -15.5 | x | -50.6
COc1cc(SC)ccc1C(=O)Nc1ccc2c(c1)OCO2 | 3.3 | -0.3 | 12.1 | -4.3 | -0.4 | 34.8 | 2.8 | -15.8 | 4.0 | x
CS(=O)(=O)NCC(c1ccco1)N1CCN(c2ccc(F)cc2)CC1 (stereo not given) | -2.4 | -0.1 | 3.1 | 3.4 | i | 18.1 | 2.9 | -3.2 | x | 0.2
CCOCCCNC(=S)N1CCC(NC(=O)C23CC4CC(CC(C4)C2)C3)CC1 | 3.3 | 8.2 | -12.1 | -0.8 | -2.2 | 24.9 | 2.0 | -3.9 | 1.5 | 0.2
Cc1nn(-c2ccccc2)c(C)c1/C=C/C(=O)OC(C)C(=O)Nc1ncc(Cl)cc1Cl (stereo not given) | 0.0 | 0.0 | -1.6 | 7.2 | -0.6 | 16.9 | -3.2 | -8.0 | x | -1.8
COc1cccc(OC)c1C(=O)N1CCN(S(=O)(=O)c2ccc(C)cc2)CC1 | 10.0 | -4.0 | -0.9 | 4.2 | 3.8 | -13.1 | -1.0 | -7.0 | x | 12.9
Cc1ccccc1NC(=O)Cn1cnc2c(oc3ccccc32)c1=O | -1.0 | 2.7 | -15.4 | -4.1 | i | 19.9 | -3.1 | -1.0 | x | 7.3
CC(NC(=O)Cc1c(F)cccc1Cl)C1CCCO1 (stereo not given) | -11.5 | -4.0 | 0.4 | 1.4 | -0.3 | 18.1 | -14.7 | -3.1 | x | 11.3
O=C1CC2(CCCC2)C(=O)N1CN1CCN(S(=O)(=O)c2cc(F)ccc2F)CC1 | 2.2 | -5.0 | -4.9 | x | 0.6 | x | 0.7 | x | 1.7 | x
c1ccc2nc(N3CCN(Cc4ccc5c(c4)OCO5)CC3)cnc2c1 | 19.2 | -12.3 | 0.8 | 2.1 | -0.2 | 6.9 | 1.0 | -7.4 | 2.2 | -10.3
SMILES | Yp Topo-I inh | PrPC surface inh | CCHF vOTU inh | SARS 3CLpro inh | Vc quorum ag | VHR inh abs | MazF activator | SSB-PriA inh | TcdB GH inh | Rv3671c inh
Cc1ccsc1C(=O)NNC(=S)NC1CCCCC1 | 2.7 | -1.4 | 15.7 | -3.8 | -0.3 | 11.2 | 1.5 | 7.6 | -0.4 | -2.2
COc1ccc(/C=C/C(=O)Nc2ccccc2F)cc1S(=O)(=O)N1CCOCC1 | 2.1 | -4.9 | 9.9 | x | i | x | -3.4 | 0.0 | 1.4 | 7.1
CC(=O)NC(Cc1ccc(N(CCCl)CCCl)cc1)C(=O)NC(CC(C)C)C(=O)O (stereo not given) | 7.7 | -1.3 | -4.0 | 1.0 | 1.0 | 33.3 | 5.8 | -25.5 | -0.3 | -3.3
CCC(=O)N=c1ccn(C2=Nc3ccccc3NC2=C(C#N)C#N)cc1 | 4.0 | -29.8 | 13.6 | 2.1 | i | 27.2 | 8.6 | 5.0 | 0.2 | -11.6
CC(C)Cc1ccc(-c2ccc3nccn3c2)cc1 | 30.3 | -2.7 | 21.8 | x | -0.5 | x | x | x | 3.3 | x
Cc1noc(C)c1COc1ccccc1C(=O)N1CCN(S(=O)(=O)c2cccc([N+](=O)[O-])c2)CC1 | 9.3 | -29.1 | 15.5 | x | i | x | -4.8 | 0.3 | 0.1 | 2.5
O=C(NC1CCCCCC1)C1CCCN(c2ncccn2)C1 (stereo not given) | 5.9 | 8.0 | -7.2 | -5.0 | i | -2.9 | 3.5 | 1.8 | 0.6 | -8.3
COC(=O)c1nc(NC(=S)NC(=O)c2cccs2)sc1C | -2.2 | 6.1 | 6.3 | 4.0 | -0.4 | 6.4 | 0.1 | -13.2 | 1.9 | -10.2
O=C(Nc1cccs1)NC1CCCC1 | -11.0 | -7.3 | 15.6 | 0.2 | -1.0 | 4.2 | 5.9 | -1.5 | x | 0.2
OC(CNCCCCNCC(O)C(F)(F)F)C(F)(F)F (stereo not given) | -11.4 | 1.8 | -15.3 | 0.1 | -0.3 | 14.9 | -2.3 | -4.6 | 0.8 | -0.5
Cc1ccc2nc(Nc3ccc(C)c(C)c3)c3nncn3c2c1 | 0.0 | 5.7 | -10.6 | 7.9 | i | 13.0 | -2.2 | -2.2 | 1.3 | -2.6
CN1CCCCCC1C(=O)N1CCC(N2CCC(C(=O)N3CCOCC3)CC2)CC1 (stereo not given) | 3.1 | -1.5 | 6.0 | 2.6 | -2.3 | 3.9 | 2.5 | -2.9 | 0.2 | 2.5
CC(C)n1c(NCc2nc3ccccc3n2C)nc2ccccc21 | 4.3 | 0.2 | -9.9 | -1.3 | i | 13.5 | 1.9 | -11.0 | x | 1.0
Cn1c(SCC(=O)N2CCCc3ccccc32)nnc1-c1ccco1 | -2.3 | -2.5 | 11.7 | 0.1 | i | 22.1 | -2.6 | 3.6 | x | 9.7
NS(=O)(=O)c1ccc(CCNC(=O)CNC(=O)C2CCCCC2)cc1 | 0.3 | 3.3 | 10.0 | -2.2 | i | 9.9 | 3.5 | -12.5 | x | 4.1
COC(=O)c1ccc(C(=O)N2CCCC(N3CCN(c4ccccc4)CC3)C2)nc1 (stereo not given) | 0.4 | -5.8 | -9.9 | -5.1 | i | 19.7 | 9.6 | -2.7 | 0.3 | -9.6
CC(C)C[C@H]1CNC(=S)N1CC1CCN(CCC2CCCC2)CC1 | 4.0 | -2.5 | 4.5 | x | -1.4 | x | 5.7 | -10.1 | -11.3 | x
COc1ccc([C@@H]2[C@@H](C(=O)C(C)(C)C)N3N=Cc4ccccc4[C@@H]3C23C(=O)OC(C)(C)OC3=O)cc1OC | -2.6 | -7.9 | -5.1 | 0.1 | -0.2 | 11.1 | -9.5 | -1.9 | -0.3 | 1.8
COCCCn1c(SCc2nnc(-c3ccc(OC)c(OC)c3)o2)nnc1-c1ccncc1 | -0.4 | 8.5 | -7.7 | -3.0 | -33.3 | 4.4 | 1.5 | -20.8 | x | 3.0
CCCC(C)NC(=O)CN(Cc1ccco1)S(=O)(=O)c1ccccc1 (stereo not given) | -2.6 | 5.5 | -9.8 | x | -0.3 | x | 4.8 | -1.0 | 0.1 | -3.4
CN1CCc2c(n(CC(O)CN(CCO)CCO)c3ccccc23)C1=O (stereo not given) | 0.1 | -3.9 | 13.8 | -4.7 | i | -12.3 | 11.9 | -6.4 | 0.9 | -19.1
c1ccc(CCc2nn3c(C4COc5ccccc5O4)nnc3s2)cc1 (stereo not given) | 28.0 | -2.5 | -5.2 | 2.2 | -1.5 | 4.8 | -2.4 | -3.7 | x | -3.6
Cc1ccc(-c2nc(C#N)c(NCCc3ccccn3)o2)cc1 | 0.9 | -4.7 | -7.8 | -3.9 | 0.1 | 15.3 | 1.9 | -19.4 | x | -7.2
COc1ccccc1OCC#CCn1ccnc1 | 5.0 | 4.9 | 5.7 | -0.7 | 0.4 | 13.0 | 0.1 | 9.9 | 1.5 | 2.0
CCCCCCn1c(O)c(C=NCCN2CCCCC2)c(=O)[nH]c1=O | -4.2 | 1.7 | -5.2 | 0.7 | i | 5.6 | 3.4 | -17.1 | x | 0.9
CC(=O)N(c1ccc(C)cc1)S(=O)(=O)c1ccc(Cl)cc1 | 9.4 | -0.6 | -3.4 | 2.7 | -0.8 | 9.0 | 3.9 | 5.1 | 1.3 | -2.1
S=C1NCN(C2CCCCC2)CN1c1ccccc1 | 0.2 | 2.5 | -8.5 | 5.6 | -0.1 | -0.9 | -11.7 | -7.7 | -0.5 | -1.0
COc1ccc(CN2C(=O)COc3ccccc32)cc1 | 12.1 | 8.4 | -8.3 | 8.0 | -0.4 | 11.4 | 7.8 | 2.7 | 0.0 | -0.9

Part of the list above in order of length of the SMILES, rising:
SMILES | Yp Topo-I inh | PrPC surface inh | CCHF vOTU inh | SARS 3CLpro inh | Vc quorum ag | VHR inh abs | MazF activator | SSB-PriA inh | TcdB GH inh | Rv3671c inh
Cc1ccsc1C(=O)NNC(=S)NC1CCCCC1 | 2.7 | -1.4 | 15.7 | -3.8 | -0.3 | 11.2 | 1.5 | 7.6 | -0.4 | -2.2
CC(C)Cc1ccc(-c2ccc3nccn3c2)cc1 | 30.3 | -2.7 | 21.8 | x | -0.5 | x | x | x | 3.3 | x
CCC(C)NC(=O)C1CC(c2ccc(OC)cc2)=NO1 (stereo not given) | 2.9 | 4.5 | -6.9 | -2.5 | -0.4 | 24.2 | -1.5 | -9.0 | x | 2.4
CCn1nc(C(=O)Nc2ccc(C)c(C)c2)c(Cl)c1Cl | 0.8 | 7.2 | -0.2 | 0.0 | -1.8 | 15.1 | 2.0 | -15.2 | x | 0.9
CCOCCCNC(=S)N1CCC(NC(=O)C23CC4CC(CC(C4)C2)C3)CC1 | 3.3 | 8.2 | -12.1 | -0.8 | -2.2 | 24.9 | 2.0 | -3.9 | 1.5 | 0.2
COCCCn1c(SCc2nnc(-c3ccc(OC)c(OC)c3)o2)nnc1-c1ccncc1 | -0.4 | 8.5 | -7.7 | -3.0 | -33.3 | 4.4 | 1.5 | -20.8 | x | 3.0

An excerpt; the hit share may differ from the screen's.
